# GLS inh: glutaminase GLS (human) inhibition; Potency, µM (series often up to 45.5 µM), inactives show top-dose activity change, negative = inhibition, actives largely listed as inhibitors; O94925; GLS enzymatic activity, qHTS titration; AID 624170; 410,000 tested, 0.21% active; further: potency means the concentration at half of the fitted maximal effect; on the % scale 0 is the no-effect control and ±100 the full control effect
#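 Coupled fluorescence readout: glutamate oxidase/HRP/Amplex Red detect glutamate formed by hKGA from L-glutamine (1 mM solution added). Buffer 45 mM KH2PO4 pH 8.2, 0.02% Tween-20; reads at t0 and 30 min RT.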
# PI4K2A block: blocks human PI4K2A kinase activity; Q9BTU6; purified PI4K2A, ADP-Glo luminescence, 1 h; hits give low values; activity change, negative = inhibition, % at 76.9 µM; 420,000 tested, 0.13% active; in the data active means activity change below about -50%; inconclusive means mostly about -30% to -49%;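 further: -100% = wells without enzyme as full effect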
#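 In this quantitative HTS, ADP production by PI4K2A was quantified luminescently after 1 h at ambient temperature; 100 microM adenosine served as plate-quality control.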
# 12-LOX inh: blocks human arachidonate 12S-lipoxygenase; P18054; purified 12hLO, xylenol orange hydroperoxide absorbance; Potency, µM (titrated, usually from 108 µM), for inactives: top-dose activity change, negative = inhibition, usual class: inhibitors; 580,000 tested, 1.1% active; AID 1671190; further: potency means the concentration at half of the fitted maximal effect; on the % scale 0 is the no-effect control and ±100 the full control effect
#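 Purified human 12hLO at 150 nM in 25 mM Hepes, 0.01% Triton X-100, pH 7.0, preincubated 15 min at room temperature with compound. Reaction started with 40 uM arachidonic acid, 30 min at room temperature. Hydroperoxide measured by Fe-xylenol orange, 573/405 nm absorbance ratio.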
# ERG-DNA inh: ERG Ets/DNA interaction inhibition; fluorescence polarization, His-ERG Ets domain / labelled DNA; P11308; Potency, µM (highest dose often 76.9 µM), inactives show at the top dose FP activity, negative = inhibition, most hits filed as inhibitors; 370,000 tested, 0.028% active; active means well fitted inhibition curve with a large enough effect in the polarisation, with a control signal flat; inconclusive means small, poorly fitted or top-dose-only effect, or effect the other way, or a change in a side signal; inactive means no such curve, though single readings can be large or run the other way; the % refers to the polarisation;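 further: polarization taken with two DNA probes labelled with fluorescein and Texas red; potency means the concentration at half of the fitted maximal effect; % of control where 0% means no effect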
# Target sequence (P11308 whole entry, looked up, the tested form may be a part): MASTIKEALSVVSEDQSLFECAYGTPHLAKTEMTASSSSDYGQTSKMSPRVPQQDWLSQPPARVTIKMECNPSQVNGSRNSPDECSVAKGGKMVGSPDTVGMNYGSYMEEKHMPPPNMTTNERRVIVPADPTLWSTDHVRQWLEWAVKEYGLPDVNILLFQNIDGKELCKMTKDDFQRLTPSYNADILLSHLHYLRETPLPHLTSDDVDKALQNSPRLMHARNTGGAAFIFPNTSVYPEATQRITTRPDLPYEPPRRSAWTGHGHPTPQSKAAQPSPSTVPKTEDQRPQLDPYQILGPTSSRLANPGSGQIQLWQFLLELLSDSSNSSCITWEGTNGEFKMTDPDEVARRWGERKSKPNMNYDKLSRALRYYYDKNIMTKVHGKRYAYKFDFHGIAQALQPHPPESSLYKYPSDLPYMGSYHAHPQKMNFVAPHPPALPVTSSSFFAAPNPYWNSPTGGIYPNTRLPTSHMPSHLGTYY
#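 His-tagged ERG Ets domain (1 uM in the protein solution; 300mM KCl, 50mM Tris-HCl, 1mM EDTA, 1mM DTT, pH 7.5) received compound, then a probe mix of 5 nM fluorescein-DNA and 100nM Texas-615-DNA. Fluorescence polarization was read for both dyes.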
# HP1b chromo inh: inhibitors of HP1-beta chromodomain binding to methylated histone tails; AlphaScreen HP1-beta / biotin-H3K9me3 peptide binding; Potency, µM (doses to about 114 µM), without a hit: top-dose activity change, negative = inhibition, hits mostly inhibitors; 390,000 tested, 0.56% active; AID 540317; further: potency means the concentration at half of the fitted maximal effect; nearly all actives have a fitted effect of over 70% in size; inactives centre near 23
# Target sequence (P83916 whole entry, looked up): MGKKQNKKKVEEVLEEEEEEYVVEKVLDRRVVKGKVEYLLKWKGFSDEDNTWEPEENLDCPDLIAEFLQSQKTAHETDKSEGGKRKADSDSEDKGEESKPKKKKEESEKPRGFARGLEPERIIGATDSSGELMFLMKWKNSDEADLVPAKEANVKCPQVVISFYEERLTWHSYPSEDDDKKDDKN
#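 HP1-beta protein (50 nM final) preincubated 30 min at room temperature with biotinylated H3(1-18)K9me3 peptide (50 nM) in PBS pH 7.4, 0.01% Tween-20, then compound added for 30 min. AlphaScreen streptavidin donor/nickel chelate acceptor beads (10 ug/mL final), 30 min dark, luminescence read.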
# JMJD2A Tudor: JMJD2A Tudor domain (human) inhibition; 390,000 tested, 4.4% active; AlphaScreen JMJD2A-Tudor / H3K4me3 peptide binding; O75164; Potency, µM (highest dose often 114 µM), for inactives: at the top dose activity change, negative = inhibition, usual class: inhibitors; further: potency means the concentration at half of the fitted maximal effect; on the % scale 0 is the no-effect control and ±100 the full control effect; nearly all actives have a fitted effect of over 50% in size
# BAZ2B inh: blocks human BAZ2B; AlphaScreen BAZ2B-H3K14Ac peptide displacement; Potency, µM (series often up to 114 µM), for inactives: top-dose activity change, negative = inhibition, most hits filed as inhibitors; 360,000 tested, 4.4% active; further: potency means the concentration at half of the fitted maximal effect; on the % scale 0 is the no-effect control and ±100 the full control effect; nearly all actives have a fitted effect of over 60% in size
#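 AlphaScreen displacement: compounds (up to 110uM) incubated 30 min at room temperature with a preformed 50 nM BAZ2B/50 nM biotinylated H3K14Ac peptide complex in PBS pH 7.4 with Tween-20. Donor and acceptor beads at 10 ug/mL final added, 20 min light-protected before reading.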
# G9a block: G9a (human) methyltransferase inhibition. G9a H3K9 monomethylation, AlphaScreen, 2 h. Potency, µM (top dose mostly 102 µM), for inactives: top-dose activity, negative = inhibition, most hits filed as inhibitors. 350,000 tested, 8.8% active. Q96KQ7. AID 504332; further: potency means the concentration at half of the fitted maximal effect; on the % scale 0 is the no-effect control and ±100 the full control effect; nearly all actives have a fitted effect of over 75% in size
# Target sequence (Q96KQ7 913-1193 limits assumed): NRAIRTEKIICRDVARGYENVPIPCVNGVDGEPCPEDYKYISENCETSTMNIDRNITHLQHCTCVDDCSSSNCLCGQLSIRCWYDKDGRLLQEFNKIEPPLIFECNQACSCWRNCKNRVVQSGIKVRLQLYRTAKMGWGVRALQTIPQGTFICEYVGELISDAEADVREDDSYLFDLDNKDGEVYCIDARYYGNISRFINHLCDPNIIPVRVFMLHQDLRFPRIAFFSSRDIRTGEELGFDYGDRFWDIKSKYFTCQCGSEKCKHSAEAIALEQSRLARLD
#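 Methyltransferase reactions run at room temperature for 2 h (20 nM enzyme, 500 nM biotin-H3K9 peptide, 20 uM SAM) after a 15 min compound preincubation; product detected by AlphaScreen beads and anti-H3K9me1 antibody.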
# RGS4 inh: human RGS4 inhibition | P49798 | Transcreener GDP fluorescence polarization, RGS4-accelerated GTP hydrolysis | Potency, µM (doses to about 114 µM), for inactives: at the top dose activity change, negative = inhibition, most hits filed as inhibitors | 390,000 tested, 0.039% active; further: potency means the concentration at half of the fitted maximal effect; on the % scale 0 is the no-effect control and ±100 the full control effect; nearly all actives have a fitted effect of over 75% in size; some results filed as inactive show a strong effect at the top dose
#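 MLSMR compounds (23 nl, pin-transferred) preincubated 10 min at room temperature with a 500nM (2x) first reagent, then RGS4 at 900nM (2x) plus Transcreener GDP mix added; fluorescence polarization (620/688 nm) read before and after 90 min at 30 °C.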
# Starred values were filed as active, the others as inactive; ? = inconclusive; / = not tested or not shown; [ ] = dose if it differs, or a comment. Unless noted, the call rests on the fitted dose curve; in most records, active means well fitted curve in the direction sought with a large enough effect; inconclusive means small, poorly fitted or top-dose-only effect, or another doubt; inactive means no such curve, though single readings can be large; an effect the other way counts as inactive or inconclusive.
No.	molecule	GLS inh	PI4K2A block	12-LOX inh	ERG-DNA inh	HP1b chromo inh	JMJD2A Tudor	BAZ2B inh	G9a block	RGS4 inh
1	Cc1ccc(NC(=S)NCCCN2CCOCC2)cc1C	8.8%	0.5	352.9%[activator]	-4.6%	29.1%	-15.6%	16.6%	13.2%	33.1%
2	COCc1cc(C)n(CC(=O)NC(C)c2ccccc2)c(=O)c1C#N (stereo not drawn)	-0.7%	-2.8	-16.9%	-10.0%	-16.4%	?	14.4%	-41.5%	-14.5%[56.9 µM]
3	CCC(=O)N1CCc2cc(Br)cc(S(=O)(=O)N3CCCC(C(=O)NCc4ccccc4)C3)c21 (stereo not drawn)	-6.7%	-2.4	-17.2%	-2.5%	34.3%	-3.4%	-2.2%	4.7%[59 µM]	-25.8%
4	CCCCc1c(C)nc2ccccc2c1SCCC#N	-0.2%	0.2	-21.8%	7.3%	60.6%[activator]	6.9%	28.3%	0.9%	-0.1%
5	CC(=O)c1c2c3c(c(Br)ccc3n(C)c1=O)C(=O)c1ccccc1-2	4.7%	0.8	-5.4%	3.3%	-20.5%[57 µM]	-35.8%	?	/	2.9%
6	CCCc1cc(C(=O)Nc2cc(C)nn2-c2ccccc2)no1	-8.2%	0.4	15.3%	-1.7%	36.7%	5.6%	7.8%	-3.8%	-1.2%
7	N#Cc1ccc(OCC(=O)N2CCN(c3ccc(C(F)(F)F)cn3)CC2)cc1	-3.4%	1.4	119.0%[activator]	-13.1%	63.8%[activator]	-5.7%	8.9%	?	?
8	O=C(CN1C(=O)CC(c2ccco2)Sc2ccccc21)NCC1CCCO1 (stereo not drawn)	5.9%	5.7	-25.7%	7.7%	5.1%	-26.8%	-0.9%	11.2µM*	-27.1%
9	CC(=O)N1CCCc2cc(S(=O)(=O)N3CCCC(C(=O)Nc4ccc(C)c(F)c4)C3)ccc21 (stereo not drawn)	0.9%	-1.3	?	6.2%	15.4%[57 µM]	-26.1%	-12.3%	0.8%[59 µM]	2.4%
10	CCN1CCN(C(c2cccs2)C(C)NC(=S)Nc2cccc(C)c2C)CC1 (stereo not drawn)	-1.9%	1.6	0.0%	-7.9%	18.2%	-8.3%	-25.7%	?	-16.5%
11	CC(C)(C)OC(=O)CNC(=O)c1nc[nH]c1C(=O)NCc1ccc(CNC(=O)OC(C)(C)C)cc1	18.2%	-0.3	-5.6%	-16.5%	34.7%[activator]	-25.0%	9.8%	2.7%	13.2%
12	COc1ccc(S(=O)(=O)N2c3ccccc3NC(=O)CC2C)cc1 (stereo not drawn)	8.1%	-3.5	31.5%[activator]	1.6%	25.9%	-6.2%	1.5%	65.5%[activator]	11.7%
13	S=c1[nH]nc(-c2cccnc2)n1/N=C/c1ccco1	-4.9%	-3.4	-22.0%	-12.3%	34.8%	25.1µM*	?	/	-31.2%
14	CCCCC(=O)NC1=NC(=O)C(C)(C)S1	-0.9%	3.8	-0.4%	1.6%	57.6%[activator]	-6.5%	-1.4%	12.3%[59 µM]	-28.0%
15	O=C(N/N=C/c1cccnc1)C(=O)N1CCCCCC1	-9.5%	0.1	0.0%	-0.3%	20.4%	-1.8%	-4.3%	16.9%[59 µM]	9.1%
16	O=C(COC(=O)/C=C/c1ccccc1)NCc1ccc2c(c1)OCO2	11.0%	-5.0	44.8%[activator]	2.3%	20.2%	-9.4%	/	/	5.8%
17	CC(=O)c1c(O)cc(=O)n(-c2ccccc2)c1-c1ccc(Cl)cc1	6.9%	6.1	?	0.6%	15.1%	-1.7%	3.8%	18.5%[59 µM]	10.1%
18	Cc1ccc(NC(=O)COC(=O)COc2ccc(Cl)cc2)c([N+](=O)[O-])c1	1.1%	3.3	-14.3%	-5.0%	-34.9%	?	?	?	18.7%
19	CC1CCN(c2nc(-c3ccccc3O)nc3ccccc23)CC1	/	0.8	1.1%	-1.2%	67.5%[activator]	22.1%	0.3%	4.9%[59 µM]	-25.9%
20	CCOC(=O)N1CCC(N2CCN(Cc3ccccc3)C(CCO)C2)CC1 (stereo not drawn)	0.0%	5.6	-2.5%	-3.6%	26.0%	0.7%	-14.8%	-0.7%	-10.4%
21	O=C(NC(Cc1ccccc1)C(=O)O)/C(=C\c1ccccc1)NC(=O)c1ccco1 (stereo not drawn)	12.9%	-0.8	-14.5%	-17.3%	29.3%	1.0%	2.3%	-1.2%	-14.0%
22	O=C(Cc1ccsc1)NNC(=O)c1cccc(Cl)c1	7.6%	-0.5	13.5%	-12.9%	35.2%	-19.9%	-13.8%	/	18.7%
23	CCc1ccc(NC(=O)CSc2c(C)cnc3c2c(=O)n(C)c(=O)n3C)cc1	-0.8%	-2.4	-3.5%	4.7%	32.1%	-1.9%	5.1%	-3.3%[59 µM]	-22.2%
24	O=C(CN1CC(=O)Nc2ccccc21)Nc1ccc(F)c(F)c1	-15.9%	-1.8	-14.6%	16.0%	51.2%[activator]	-4.8%	-0.6%	8.91µM*	-12.8%
25	CC(C)(C)OC(=O)C[C@H]1C/C=C\C[C@H](CC(=O)NCCO)C(=O)N[C@@H](c2ccccc2)COC1=O	19.0%	0.9	-1.9%	-8.3%	17.7%	-11.3%	/	/	-5.4%
26	CN=c1scc(C)n1/N=C/c1cc(Br)c(O)c(OC)c1	-3.7%	2.5	-29.3%	-0.2%	-19.0%	?	39.8µM*	7.94µM*	-2.8%
27	CCC(=O)Nc1ccc(C(=O)OCC(=O)c2cccs2)cc1	1.2%	2.7	13.0%	2.6%	14.3%	-17.9%	-3.0%	16.8%	-8.0%
28	CCOC(=O)CNC(=O)CSc1nc(-c2ccc(C)cc2)ns1	0.0%	1.5	-2.9%	3.1%	53.0%[activator]	5.8%	-2.7%	50.1µM*	-15.7%
29	CCc1ccc(-n2c(=O)c3c4c(sc3n(Cc3ccccc3C#N)c2=O)CCCC4)cc1	-5.0%	0.9	-16.6%	-3.7%	57.6%[activator]	-18.1%	28.1%	16.0%[59 µM]	0.2%
30	COc1ccc(-c2nc(CS(=O)(=O)CC(=O)Nc3cccc(C(C)=O)c3)c(C)o2)cc1	-0.3%	6.3	10.8%	-3.9%	21.4%	-30.3%	-10.0%	20µM*	7.9%
31	O=C(Nc1ccccc1)c1ccc(-c2ccc([N+](=O)[O-])cc2)o1	0.1%	-10.0	?	11.9%	?	?	-11.4%	35.5µM*	-36.0%
32	CN1CCN(CCC2Oc3cc([N+](=O)[O-])ccc3NC2=O)CC1 (stereo not drawn)	-4.9%	0.2	0.6%	2.5%	12.1%	-19.3%	-0.7%	?	10.5%
33	Cc1ccc(C(=O)Nc2ccc(F)cc2)o1	0.9%	-12.0	-22.0%	9.3%	18.2%	-13.4%	7.0%	-10.0%[59 µM]	-2.4%
34	O=C(CCc1nnc2ccc(NCc3ccco3)nn12)Nc1ccc(F)cc1F	0.9%	-3.6	0.6%	1.6%	48.6%[activator]	21.8%	-31.1%	14.9%	-4.7%
35	O=C(NCc1ccco1)c1cc2n(n1)C(C(F)(F)F)CC(c1ccc(F)cc1)N2 (stereo not drawn)	-4.1%	-0.8	-13.7%	3.5%	7.9%	0.0%	8.8%	2.7%	33.2%
36	CCOC(=O)[C@H]1[C@H]2COc3ccc(Br)cc3[C@@H]2N2C(=O)CN(Cc3ccco3)C(=O)[C@@]12C	-3.7%	-0.8	?	-1.7%	9.2%	?	50.1µM*	6.8%[0.501 µM]	-22.3%
37	Cc1cc(C)nc(OC(C(=O)O)C(OCCc2ccccc2)(c2ccc(F)cc2)c2ccc(F)cc2)n1 (stereo not drawn)	15.9%	-1.0	-21.0%	-2.8%	40.8%[activator]	-2.6%	-1.8%	-9.3%	-13.2%
38	COc1ccc(OCC(=O)N(C)Cc2ccccc2)cc1	2.4%	13.6	-16.5%	-2.3%	39.9%[activator]	-17.2%	3.3%	21.1%	-21.4%
39	CCOc1ccc(OCCC(=O)N2CCN(S(=O)(=O)c3cccc(F)c3)CC2)cc1	-0.7%	-3.1	-4.6%	4.8%	11.7%	-24.0%	-32.3%	-3.0%[0.501 µM]	-29.0%
40	Cn1cccc1C(=O)NC1CCCCCC1	-0.3%	-1.0	2.0%	-6.3%	10.4%	-30.7%	-24.7%	18.9%[59 µM]	17.7%
41	O=C(Cc1ccccc1F)Nc1nc(-c2cccnc2)cs1	-4.3%	-0.9	0.4%	18.4%	40.0%	-7.0%	-13.0%	-29.2%[59 µM]	-30.1%[56.9 µM]
42	Cc1ccc(CSc2nnc(SCC(=O)N/N=C/C=C/c3ccco3)s2)cc1	12.3%	-22.3	-28.0%	4.6%	5.5%	-12.8%	50.1µM*	?	-27.6%
43	CCCC(C)C(=O)Nc1nc(C)c(-c2csc(Nc3ccc(Cl)cc3)n2)s1 (stereo not drawn)	2.4%	-3.4	?	5.7%	?	?	?	29.9%[0.501 µM]	-42.4%
44	CS(=O)(=O)c1ccc(Cl)c(NC(=O)c2cccc(N3C(=O)CCC3=O)c2)c1	-5.2%	5.3	-1.2%	-18.6%	25.8%	-14.2%	7.5%	5.2%[0.501 µM]	-25.5%

# From PubChem BioAssay

# A portion of the library; the hit share may differ from the screen's.
